Assay outcomes as filed in PubChem.
Menin MLL FP TR: displaces Texas Red mutant MLL peptide from human menin; Potency, µM (highest dose often 61.6 µM), inactives show at the top dose FP activity change, negative = inhibition, actives largely listed as inhibitors; actives 0.23% (n = 270,000); AID 1768; Menin + Texas Red MLL mutant peptide, fluorescence polarization; active = well fitted inhibition curve with a large enough effect in the polarisation, with a control signal flat, not every such curve was filed as active; inconclusive = small, poorly fitted or top-dose-only effect, or effect the other way, or a change in a side signal; inactive = no such curve, though single readings can be large or run the other way; the % refers to the polarisation; also: potency is read from the fitted curve at half-maximal effect; % of control where 0% means no effect; many of its hits are not listed in these tables
PKM2 activator: increases activity of human pyruvate kinase M2. P14618. purified PKM2, Kinase-Glo ATP luminescence, activation; response scale: 0% is enzyme alone, no compound. Potency, µM (titrated, usually from 57.5 µM), inactives show at the top dose activation, actives largely listed as activators. actives 0.34% (n = 260,000). AID 1631; also: potency is read from the fitted curve at half-maximal effect; % is scaled to controls: 0 for no effect and ±100 for the full control effect; nearly all actives have a fitted effect of over 55% in size
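Purified hPK-M2 (>95%) run at intermediate activity with 0.1 mM ADP and 0.5 mM PEP in 50 mM imidazole pH 7.2, KCl, MgCl2; 1 h room temperature. ATP formed read by Kinase-Glo luminescence; normalized to uninhibited and no-enzyme controls.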
Chronic BCR inh: blocks chronic active B-cell receptor signaling; Potency, µM (doses to about 46.1 µM), for inactives: top-dose ratio change, negative = lower green/red ratio, hits mostly inhibitors; actives 0.05% (n = 340,000); ABC-DLBCL IkBa-CBG/CBR reporter, luminescence ratio, 4 h; active = well fitted inhibition curve with a large enough effect in the signal ratio, with a control signal flat, not every such curve was filed as active; inconclusive = small, poorly fitted or top-dose-only effect, or effect the other way, or a change in a side signal; the % refers to the signal ratio;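 also: potency is read from the fitted curve at half-maximal effect; plate controls were basal doxycycline-induced cells for no effect and cells given 10 µM MG132 for full effect; MG132 reads +100%, hits lower the ratio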
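Cell line TMD8 (human ABC DLBCL), stably expressing tet-inducible CBG68-IkBa fusion and CBR; IMDM/0.5% FBS; cpd up to 46 uM; dox induction, 4 h, 37C/5% CO2; dual luminescence; green/red ratio; MG132 control.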
KCNH2 WT inh: blocks the wildtype human KCNH2 potassium channel; Q12809; U2OS, BacMam KCNH2, thallium flux FluxOr; active compounds read low; activity change, % at 1.84 µM; actives 0.37% (n = 340,000); AID 720551;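 active = maximum activity change below -70%; inconclusive = maximum activity change between -70% and -50%; inactive = maximum activity change above -50%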; also: % is scaled to controls: 0 for no effect and ±100 for the full control effect
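U2OS cells transduced with wild-type KCNH2 virus are loaded with FluxOr dye for 45 min, and thallium flux is measured in kinetic reads before and after stimulation buffer. Rate constants are normalized to DMSO controls.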
GALK inh: galactokinase (human) inhibition; P51570; Potency, µM (top dose mostly 57.5 µM), without a hit: at the top dose activity change, negative = inhibition, usual class: inhibitors; Purified GALK, Kinase-Glo residual ATP luminescence; actives 0.007% (n = 270,000); also: potency is read from the fitted curve at half-maximal effect; % is scaled to controls: 0 for no effect and ±100 for the full control effect
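Compounds were pin-transferred into ATP buffer (35 uM final), then GALK plus galactose (5 nM, 100 uM final) was added. After 1 h at room temperature, Kinase-Glo Plus was added and luminescence read after 10 min.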
MBNL1-CUG inh: blocks human MBNL1 binding to CUG repeat RNA | TR-FRET MBNL1-His/biotin-(CUG)12 binding, 665/545 ratio | Potency, µM (highest dose often 57.5 µM), inactives show at the top dose activity change, negative = inhibition, usual class: inhibitors | actives 0.036% (n = 280,000) | AID 2675; active = well fitted inhibition curve with a large enough effect in the signal ratio, with a control signal flat, not every such curve was filed as active; inconclusive = small, poorly fitted or top-dose-only effect, or effect the other way, or a change in a side signal; inactive = no such curve, though single readings can be large or run the other way; the % refers to the signal ratio; also: potency is read from the fitted curve at half-maximal effect; % is scaled to controls: 0 for no effect and ±100 for the full control effect
Target sequence (Q9NR56 whole entry, looked up): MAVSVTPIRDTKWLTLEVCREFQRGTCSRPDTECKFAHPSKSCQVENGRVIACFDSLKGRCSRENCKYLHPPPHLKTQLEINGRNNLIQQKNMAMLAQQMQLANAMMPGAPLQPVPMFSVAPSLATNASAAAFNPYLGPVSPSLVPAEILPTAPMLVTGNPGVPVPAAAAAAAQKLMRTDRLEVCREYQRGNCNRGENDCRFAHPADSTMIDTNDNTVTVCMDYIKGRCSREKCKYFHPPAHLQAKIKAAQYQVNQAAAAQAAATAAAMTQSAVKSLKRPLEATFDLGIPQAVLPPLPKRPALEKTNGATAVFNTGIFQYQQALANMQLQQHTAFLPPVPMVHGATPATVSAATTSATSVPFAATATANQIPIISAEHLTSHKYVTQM
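MBNL1-His + Biotin-(CUG)12, cpd titration 92 nM–58 uM; Tb anti-His Ab 0.055 ng/ul, SA-XL665 5 nM (final); 60 min RT; ratiometric 665/545 nm, Ex 340 nm; normalized to buffer and full-complex controls.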
Eya2 inh: inhibitors of human Eya2 phosphatase activity. O00167. actives 0.006% (n = 330,000). recombinant Eya2, OMFP fluorescence dephosphorylation (OMFP is methylfluorescein phosphate). Potency, µM (top dose mostly 76.9 µM), for the others: at the highest dose activity, negative = inhibition, most hits filed as inhibitors; also: potency is read from the fitted curve at half-maximal effect; % is scaled to controls: 0 for no effect and ±100 for the full control effect
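Eya2 (0.2 uM) preincubated 10 min at ambient with compound, then OMFP substrate added at 50 uM; 10 min reaction in 50 mM HEPES pH 7.5, 50 mM NaCl, 5 uM MgCl2, 0.05% BSA, 1 mM DTT. Fluorescence read at Ex 485/Em 525 nm.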
Mito fusion yeast: blocks mitochondrial division or promotes mitochondrial fusion | Potency, µM (titrated, usually from 46.1 µM), for the others: at the top dose growth rescue (activation), most hits filed as activators | S. cerevisiae fusion-defective mutant growth rescue, CellTiterGlo 48 h | actives 0.23% (n = 320,000);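 also: potency is read from the fitted curve at half-maximal effect; % of control where 0% means no effect; nearly all actives have a fitted effect of over 45% in size; temperature-sensitive fusion mutants such as fzo1-1 at 37 °C on non-fermentable ethanol glycerol medium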
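Yeast fusion mutant, YPEG (non-fermentable carbon), compound, 48 h at 37C non-permissive; CellTiterGlo added, 10 min RT, luminescence read. Rescued growth = division inhibition.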
USP2a block: blocks human ubiquitin-specific protease USP2a; USP2 core, Ub-CHOP2 coupled fluorogenic reporter, 485/531; Potency, µM (top dose mostly 38.3 µM), for inactives: at the top dose activity change, negative = inhibition, most hits filed as inhibitors; actives 0.01% (n = 330,000); AID 463254;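 also: potency is read from the fitted curve at half-maximal effect; plate controls were DMSO wells for no effect and full inhibition by NEM control for full effect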
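Deubiquitinase activity read as fluorescence (485/531 nm) after Ub-CHOP2 cleavage activates the enterokinase reporter on its substrate; USP2 core 10nM, Ub-CHOP2 and substrate 25nM each, 30min compound preincubation then 60min RT; data normalized to NEM, curves fitted.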
S-ASM inh: blocks human secretory acid sphingomyelinase. actives 0.006% (n = 340,000). placental ASM, HMU-PC fluorogenic substrate, 60 min. Potency, µM (series often up to 57.5 µM), for inactives: at the top dose activity change, negative = inhibition, most hits filed as inhibitors; also: potency is read from the fitted curve at half-maximal effect
Target sequence (P17405 47-631 limits assumed): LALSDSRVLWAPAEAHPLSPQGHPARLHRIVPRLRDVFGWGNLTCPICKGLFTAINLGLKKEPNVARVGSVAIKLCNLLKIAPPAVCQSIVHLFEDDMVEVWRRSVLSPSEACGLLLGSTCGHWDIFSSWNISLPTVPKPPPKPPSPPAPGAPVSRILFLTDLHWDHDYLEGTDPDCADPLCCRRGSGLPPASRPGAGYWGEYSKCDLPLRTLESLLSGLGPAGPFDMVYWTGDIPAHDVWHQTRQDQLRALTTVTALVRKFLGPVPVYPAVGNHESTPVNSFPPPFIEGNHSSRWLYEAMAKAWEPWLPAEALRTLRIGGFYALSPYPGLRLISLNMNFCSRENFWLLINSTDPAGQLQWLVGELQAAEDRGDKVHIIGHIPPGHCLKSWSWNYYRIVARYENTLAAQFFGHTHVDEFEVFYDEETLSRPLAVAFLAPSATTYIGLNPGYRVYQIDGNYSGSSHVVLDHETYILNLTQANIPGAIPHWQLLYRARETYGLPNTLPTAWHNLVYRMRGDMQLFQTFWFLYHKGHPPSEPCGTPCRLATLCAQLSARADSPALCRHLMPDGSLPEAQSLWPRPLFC
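Fluorescence read-out (Ex 386 nm, Em 447 nm) after stopping the reaction at pH 10. Enzyme: ASM from human placenta; substrate HMU-PC0, 9 uM final; 60 min, 37 °C. Compound preincubation 10 min, ambient temperature.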
TSHR antagonist: human thyrotropin receptor antagonism; TSHR-expressing cells, TSH-stimulated cAMP HTRF, 2 h; active compounds read low; activity change, negative = inhibition, % at 11.5 µM; actives 0.2% (n = 330,000); P16473;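 active = activity change below a set negative limit, meaning inhibition stronger than a set level, cut at about -70% in these data; inconclusive = activity change between two set negative limits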; also: % is scaled to controls: 0 for no effect and ±100 for the full control effect
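Antagonism was scored as loss of TSH-driven cAMP in TSHR cells, stimulated with 4nM TSH (EC80) for 2 hours at 37 deg C and detected by homogeneous HTRF competition immunoassay.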
Numbers without * were called inactive; i = inactive; ? = inconclusive; / = no result given; [ ] = remark or other dose. Unless noted, calls follow the shape of the dose curve; as a rule, active = well fitted curve in the direction sought with a large enough effect; inconclusive = small, poorly fitted or top-dose-only effect, or another doubt; inactive = no such curve, though single readings can be large; an effect the other way counts as inactive or inconclusive. An excerpt; count on the stated rates, not on these rows.

SMILES	Menin MLL FP TR	PKM2 activator	Chronic BCR inh	KCNH2 WT inh	GALK inh	MBNL1-CUG inh	Eya2 inh	Mito fusion yeast	USP2a block	S-ASM inh	TSHR antagonist
Cc1cc(=O)oc2cc(OC(C)C(=O)NCC3CCC(C(=O)O)CC3)ccc12 (stereo unspecified)	-17%	-1%	5%	7	/	-8%	-11%	-1%	2%	2%	-14
COc1cccc(/C=C2\SC(=S)N(NS(=O)(=O)c3ccccc3)C2=O)c1OC	?	/	-2%	-6	-3%	7%	-6%	10%	-6%	-23%	-5
CCC(C)[C@H](N)c1cn([C@@H](CCCCN)C(=O)N2CCNCC2)nn1 (stereo partly specified)	6%	-3%	-1%	/	0%	-8%	?	-1%	2%	7%	0
Cc1nc2c(-c3ccccc3)cnn2c(N)c1-c1ccccc1	?	/	?	-2	/	-1%	?	-2%	-10%	24%	-9
CCN(CC)c1cc(C)c2cc(NC(=O)c3ccccc3F)ccc2n1	-6%	/	0%	-19	0%	-8%	-1%	8%	-2%	15%	-8
Cc1cccc(C(=O)Oc2ccccc2C2C[C@]3(C)CC(=O)NC3N2C(=O)c2cccc(C)c2)c1 (stereo partly specified)	?	2%	-5%	-5	-3%	-1%	-36%	0%	1%	-1%	-2
COc1cccc(CC(NC(C)=O)C(=O)NC2CCN(S(=O)(=O)c3ccc4ccccc4c3)CC2)c1 (stereo unspecified)	-4%	4%	-12%	9	-2%	5%	-15%	-3%	-1%	4%	-9
CCCC(=O)n1nc(-c2ccccc2)nc1SC	-12%	0%	-11%	-1	-4%	-11%	0%	-3%	2%	-5%	-5
Cc1ccc(C2=NN(C(=O)CCl)C(c3cccs3)C2)o1 (stereo unspecified)	8%	21%	?	-6	1%	20%	0%	2%	-2%	-2%	16
COc1ccccc1N(C)S(=O)(=O)c1ccc(C(=O)N2CCCc3ccccc32)cc1	4%	/	?	-7	5%	-4%	3%	0%	-1%	-1%	-9

Random excerpt: 2 compounds from above, in no set order.
SMILES	Menin MLL FP TR	PKM2 activator	Chronic BCR inh	KCNH2 WT inh	GALK inh	MBNL1-CUG inh	Eya2 inh	Mito fusion yeast	USP2a block	S-ASM inh	TSHR antagonist
COc1cccc(CC(NC(C)=O)C(=O)NC2CCN(S(=O)(=O)c3ccc4ccccc4c3)CC2)c1 (stereo unspecified)	-4%	4%	-12%	9	-2%	5%	-15%	-3%	-1%	4%	-9
CCC(C)[C@H](N)c1cn([C@@H](CCCCN)C(=O)N2CCNCC2)nn1 (stereo partly specified)	6%	-3%	-1%	/	0%	-8%	?	-1%	2%	7%	0

Single records, from the list above. Order of screens: Menin MLL FP TR	PKM2 activator	Chronic BCR inh	KCNH2 WT inh	GALK inh	MBNL1-CUG inh	Eya2 inh	Mito fusion yeast	USP2a block	S-ASM inh	TSHR antagonist
CCCC(=O)n1nc(-c2ccccc2)nc1SC across the screens: -12%	0%	-11%	-1	-4%	-11%	0%	-3%	2%	-5%	-5
Cc1cc(=O)oc2cc(OC(C)C(=O)NCC3CCC(C(=O)O)CC3)ccc12 (stereo unspecified) across the screens: -17%	-1%	5%	7	/	-8%	-11%	-1%	2%	2%	-14

(cont.)
SMILES	Menin MLL FP TR	PKM2 activator	Chronic BCR inh	KCNH2 WT inh	GALK inh	MBNL1-CUG inh	Eya2 inh	Mito fusion yeast	USP2a block	S-ASM inh	TSHR antagonist
Cn1c(=O)oc2cc(S(=O)(=O)NC(Cc3ccccc3)C(=O)N3CCCCC3)ccc21 (stereo unspecified)	6%[11.7 µM]	6%	6%	33	1%	4%	20%	0%	0%	-2%	-3
COc1cc2[nH]c(C(=O)N3CCN(c4ccccc4F)CC3)cc2c(OC)c1OC	-24%	/	-1%	-4	/	-5%	-2%	-17%	-1%	-8%	-7
N=c1n(CCN2CCCCC2)c2ccccc2n1CC(=O)c1cccc([N+](=O)[O-])c1	?	1%	?	11	4%	?	-12%	-10%	-2%	-3%	0
CC1(c2ccc(OC(F)F)cc2)NC(=O)N(CC(=O)N2c3ccccc3NC(=O)C2(C)C)C1=O (stereo unspecified)	/	/	-8%	-4	/	/	-19%	2%	-4%	-3%	-10
Cc1ccc(S(=O)(=O)Nc2cc(C)c(O)cc2C)cc1	2%	1%	?	5	8%	-4%	23%	1%	-1%	3%	15
COc1ccc(CCNC(=O)c2cc(-c3ccccn3)nc3ccccc23)cc1	/	/	0%	-4	/	/	-16%	1%	-4%	1%	-17
Cc1nnc(SCc2nnc(-c3cccs3)o2)n1C	-12%	-16%	0%	11	2%	-12%	6%	-5%	2%	4%	19
Cc1ccc2[nH]c(-c3ccccc3)c(CN(C)C)c(=O)c2c1	-25%	-5%	-10%	9	-1%	-15%	9%	-3%	0%	1%	-42
O=C(CSc1nnc(NC(=O)c2ccccc2F)s1)NC1CC1	-5%	-1%	-1%	-1	10%	-4%	9%	1%	5%	-1%	-6
Cn1c(C(O)c2ccc(Br)cc2)nc(Cl)c1Cl (stereo unspecified)	/	3%	-1%	2	0%	-5%	1%	-1%	-1%	-1%	-12
O=C(Nc1nccs1)c1c(O)c2cccc3c2n(c1=O)CCC3	1%	-1%	3%	/	-2%	5%	16%	7%	1%	/	-13
CN(C)S(=O)(=O)c1cccc(NC(=O)c2cnccn2)c1	8%	-20%	0%	/	0%	-6%	-28%	9%	1%	/	3
Cc1cccc(NC(=O)CCn2cnnn2)c1	14%	-4%	-6%	3	4%	-10%	-8%	0%	0%	6%	-1
COc1cccc(Cn2c(C3CC3)nc3ccc(NC(=O)c4ccco4)cc3c2=O)c1	?	?	?	/	-1%	-2%	4%	5%	3%	/	-21
O=C1c2ccccc2NC(c2cccs2)N1NS(=O)(=O)c1ccccc1 (stereo unspecified)	3%	9%	1%	4	-1%	25%	2%	-24%	4%	10%	-4
COCC(=O)N1CCCC(C(=O)c2ccc(Oc3ccccc3)cc2)C1 (stereo unspecified)	-11%	-2%	0%	16	0%	-2%	-1%	17%	-1%	-1%	-9
CCn1c(SCC(=O)Nc2cc(C)on2)nnc1-c1ccccc1	-29%	5%	10%	-6	1%	-10%	-6%	-2%	0%	1%	-8
Cc1ccc(S(=O)(=O)NCCC(=O)OCC(=O)Nc2ccccc2Cl)cc1	3%	8%	-3%	5	7%	-5%	7%	-4%	0%	2%	-6
CC1CCC(C(C)C)C(OP(=O)(c2ccccc2)C(O)c2ccncc2)C1 (stereo unspecified)	?	2%	1%	1	-1%	-6%	-17%	-5%	3%	-1%	5
CC(C)Oc1ccc(S(=O)(=O)N2CCCCC2)cc1NC(=O)CN1C(=O)NC2(CCCC2)C1=O	/	/	3%	-2	/	/	-31%	-4%	-1%	-5%	5
Cc1nc(NC2=NCN(Cc3ccco3)CN2)nc2ccccc12	-1%	10%	?	/	11%	22%	8%	-1%	?	/	3
Cc1cc(NC(=O)c2ccccc2)c(Cl)cc1N	23%	-4%	0%	-1	-1%	-10%	29%	10%	-1%	1%	-45
O=C(CSc1nnc(Nc2ccccc2)s1)NN1C(=O)NC2(CCCCC2)C1=O	14%	0%	-3%	2	0%	-13%	-5%	-1%	2%	-2%	-1
O=C(Cc1ccccc1)OCC(=O)c1cccc([N+](=O)[O-])c1	/	/	1%	3	/	/	-13%	/	6%	1%	/
O=C(COc1cccc(Cl)c1)Nc1ccc(N2CCOCC2)cc1	7%	-1%	3%	7	0%	0%	0%	1%	-7%	-3%	-1
C=CCN1C(=O)c2ccccc2NC1c1cc(Br)cs1 (stereo unspecified)	2%	-5%	0%	-10	0%	-8%	3%	0%	-2%	22%	-16
Cc1cccn2c(=O)c3cc(C(=O)NCCC4=CCCCC4)n(C)c3nc12	/	/	1%	-2	4%	-2%	0%	-3%	2%	i	-5
